Lipid droplet: hepatic lipid droplet formation modulation; AID 1656; AML12 mouse hepatocytes, oleate lipid droplets, BODIPY imaging; inhibition, % at 6.5 µM; 240,000 tested, 0.4% active;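 active = lipid droplet intensity inhibited by at least 50%, with more than 500 cells counted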
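Assay system: AML12 mouse liver cells | Compound: 6.5 µM single-point dosing | Schedule: Overnight exposure | Technique: Fluorescence imaging, 20x objective, two fields per well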
WT yeast gro inh: growth inhibition of WT yeast, mitochondrial fusion screen | 190,000 tested, 2.1% active | inhibition, % at 10 µM | AID 1362 | mitochondrial fusion phenotypic screen, WT strain; in the data active = inhibition above about 58%; tested in S. cerevisiae
Dynein cargo inh: blocks dynein driven cargo transport along microtubules; 3617.4 mouse cells, GR-EGFP nuclear translocation imaging; test concentration mostly 20 µM; stimulated with dexamethasone, 1 µM; active compounds read low; z-score, hits read low; 220,000 tested, 0.47% active; AID 1381;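 active = plate z-score of nuclear minus cytoplasmic receptor signal below a set negative limit, without overly bright fluorescence or cell loss, cut at about -3.5 in these data, passing the limit was not always enough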;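 also: z-score of nuclear minus cytoplasmic ring GR-EGFP intensity difference per well; some compounds called inactive have numbers as strong as hits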
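Buffer or medium: tet-free, stripped-serum medium; reagent: dexamethasone at 1.0 µM final, 30 min; incubation: 48 h induction, 1 h compound, 30 min dex at 37 °C; measured by: formaldehyde fixation, Hoechst nuclear stain, 10x automated fluorescence imaging; read-out: nuclear-to-cytoplasmic GR-EGFP distribution per well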
MT stabilizer: microtubule stabilizers in HeLa cells; AID 2205; % tubulin-high responders, % at 10 µM; 200,000 tested, 0.83% active; HeLa tubulin immunostaining HCS, 24 h; share of cells brighter than vehicle mean+2SD;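 active = plate Z-score above 3 for both tubulin-high and condensed-nucleus cell shares, with cell loss under 80%, at 10 µM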;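 also: anti alpha tubulin signal scored within the nucleus-defined area of each cell; some results filed as inactive read as strong as hits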
bCat nuc transl: modulators of beta-catenin nuclear translocation; nuclear translocation activity, % at 5 µM; 190,000 tested, 0.3% active; HeLa beta-catenin nuclear translocation, immunofluorescence imaging;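 active = nuclear translocation activity above 50% at 5 µM, with a well cell count of 50 or more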;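 also: per-cell ratio of nuclear to cytoplasmic median beta-catenin stain intensity; plate controls were DMSO negative control for no effect and GSK-3 inhibitor IX positive control for full effect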
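test system = HeLa cells, endogenous beta-catenin | dosing = single 5 µM dose plus 0.02–20 µM confirmation series | times = compound treatment 24 h, 37°C, 5% CO2 | technique = beta-catenin immunofluorescence imaging with DAPI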
Autophagy mod: autophagy modulation, high-content screen. MEF GFP-LC3 puncta imaging; test concentration mostly 10 µM. calls only at 10 µM (by protocol). 190,000 tested, 0.98% active. AID 463193;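 active = percentage of spot-positive cells more than 3 SD above its plate mean, without a fluorescence outlier flag or 80% toxicity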;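 also: spot-positive cell cutoff set from DMSO-treated cells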
XIAP antagonists: small molecules displacing peptide from XIAP – biochemical, IAP family, fluorescence polarization (AID 1018); 200,000 tested, 0.007% active; XIAP BIR domain, fluorescence polarization peptide displacement; higher % means a stronger effect; displacement, % at 20 µM; hits with a dose series show IC50 in µM; in the data active = displacement above about 50%; also: a part of the inactive calls stands beside numbers as strong as those of hits
CSM14.1 death rescue: rescue of cells from ER stress-induced death, primary screen, 384-well, CSM14.1, thapsigargin, ATP luminescence (AID 1222); 190,000 tested, under 10 active; cellular ATP content (survival), % at 20 µM; hits with a dose series show EC50 in µM; CSM14.1 thapsigargin-induced death rescue, ATP luminescence; higher % means a stronger effect;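 active = EC50 below 50 µM in the dose-response confirmation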;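 also: death triggered by thapsigargin at about 15 µM added after 2 h compound pretreatment; cell ATP read after overnight thapsigargin exposure of roughly 18 to 22 hours; normalized against plate controls of thapsigargin alone and 5% DMSO vehicle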
Insulin prom up: MIN6 insulin promoter up-regulation; MIN6 insulin promoter-GFP reporter, high-content imaging; active compounds read high; z-score at 5 µM; 190,000 tested, 0.3% active;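 active = z-score above 3 at 5 µM with at least 500 cells counted in the well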
WT yeast gro inh mutant strain: recorded beside WT yeast gro inh, whose call it bears; inhibition, %; mitochondrial fusion phenotypic screen, mutant strain inhibition
Dynein cargo inh cytoplasmic EGFP: recorded beside Dynein cargo inh, whose call it bears; z-score; measured here: cytoplasmic GR-EGFP intensity; active compounds read high
Dynein cargo inh nuclear GR-EGFP: second read-out of Dynein cargo inh, no call of its own (marks repeat the call); z-score; measured here: nuclear GR-EGFP intensity;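 lower value marks the stronger effect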
Dynein cargo inh cell count: further read-out of Dynein cargo inh, marked with its call; z-score; measured here: cell count per field
Insulin prom up cell count: also measured in Insulin prom up; calls as there; cell count; measured here: cytotoxicity, nuclei count;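 total cells summed across four imaged fields per well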
Lipid droplet cells 6.5 µM: further read-out of Lipid droplet, marked with its call; cell count; measured here: cell count, cytotoxicity flag;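 cells counted across two imaged fields per well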
bCat nuc transl cell count 5 µM: second read-out of bCat nuc transl, no call of its own (marks repeat the call); cell count; measured here: cell count, cytotoxicity flag
MT stabilizer Hoechst-high %: further read-out of MT stabilizer, marked with its call; % Hoechst-high responders; measured here: nuclear condensation Hoechst responders;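 share of cells brighter than vehicle mean plus two SD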
MT stabilizer cytotoxicity %: second read-out of MT stabilizer, no call of its own (marks repeat the call); toxicity, %; measured here: cytotoxicity by cell density;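 0% = mean cell density of plate MIN control wells and 100% = no cells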
Autophagy mod cell loss 18 h: also measured in Autophagy mod; calls as there; toxicity, %; measured here: cell loss, nuclei count;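 cell loss after 18 h compound exposure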
Active calls of the source: *; i = inactive; x = no result given; + = active, no number; & = joins results of further samples.

SMILES	Lipid droplet	Lipid droplet cells 6.5 µM	WT yeast gro inh	WT yeast gro inh mutant strain	Dynein cargo inh	Dynein cargo inh cytoplasmic EGFP	Dynein cargo inh nuclear GR-EGFP	Dynein cargo inh cell count	MT stabilizer	MT stabilizer Hoechst-high %	MT stabilizer cytotoxicity %	bCat nuc transl	bCat nuc transl cell count 5 µM	Autophagy mod	Autophagy mod cell loss 18 h	XIAP antagonists	CSM14.1 death rescue	Insulin prom up	Insulin prom up cell count
COc1ccccc1-c1c(C)nn2c(N3CCCCCC3)cc(C)nc12	6	696	61*	56*	1	0.1	1	-1.5	4.7	1.3	3.4	-1.5	1145	x	x	-0.3%	x	x	x
COc1cc2nc(N3CCN(C(=O)c4ccco4)CC3)nc(N)c2cc1OC	-2	707	-6&-2	-9&15	0.25	-0.25	0.32	0.61	8.5	7.1	11	0.0&-2.0	550&1153	i	16	-6.1%&-7.3%	-3.1%&-3.3%	0.04	1388
O=S(=O)(c1ccc(-n2cnnn2)cc1)N(C1CCCCC1)C1CCCCC1	x	x	2	4	0.54	-0.18	0.33	-0.61	2.5	2.0	6.4	-0.4	1112	i	-13	-1.8%	1.2%	0.16	1065
O=C(OCC(=O)N1CCCCC1)c1cc(NS(=O)(=O)c2ccc(Cl)c([N+](=O)[O-])c2)ccc1O	-9	563	9	6	-3.1	0.19	-1.1	0.83	4.8	2.5	6.9	0.2	1003	i	1	-9.1%	-1.3%	0.48	1534
COc1ccc(-c2nc(N3CCOCC3)nc3n[nH]c(N)c23)cc1	19	754	15	5	-0.053	-0.22	0.53	0.88	2.8	3.5	11	x	x	i	-46	-0.5%	-2.0%	-0.48	1193
COCCCn1c(=NC(=O)c2ccc3c(c2)OCO3)c(C#N)cc2c(=O)n3cccc(C)c3nc21	x	x	x	x	x	x	x	x	x	x	x	-1.5	1178	x	x	-1.6%	2.0%	-0.46	1371
Cc1cc(C)c2oc(-c3ccc(Cl)c(NC(=O)c4ccc(C#N)cc4F)c3)nc2c1	-12	666	4	12	-0.56	-0.23	-0.081	0.53	4.3	2.3	0.9	0.1	953	+	9.7*	-14%	-3.7%	0.23	1548
CCC(=O)n1nc(-c2ccco2)nc1SCc1ccccc1	-22	678	-5	-17	-0.27	-0.21	-0.32	1.3	3.1	2.4	4.7	x	x	i	1	-4.3%	-2.4%	0.19	1132
O=C1OC(Nc2cc(Br)cc3cccnc23)c2ccccc21 (stereo not drawn)	1	661	18	4	0.031	-0.21	0.0079	0.61	5.1	2.2	7.5	-1.0	957	i	9	-15%	-2.0%	0.09	1370
COC(=O)c1cc2nc(-c3ccc(OC)c(OC)c3)cc(C(F)(F)F)n2n1	x	x	-24	-39	0.74	-0.28	0.17	-0.26	5.4	3.8	8.4	1.3	864	i	62	-2.6%	-0.9%	0.64	1369
Cc1cccc(NC(=O)Cn2cnc3ccc(S(=O)(=O)N4CCC(C)CC4)cc3c2=O)n1	x	x	-13	-16	-0.42	-0.028	0.037	0.46	6.8	1.7	7.8	3.3	1410	i	3	-5.3%	-1.7%	-0.06	1564
O=C1c2ccccc2-c2n[nH]c(=O)c3ccc(N4CCCCC4)c1c23	9	711	63*	30*	-0.33	0.79	-0.16	-0.5	2.5	5.2	9.5	-0.9	1087	i	10	-1.2%	-12%	-2.7	1330

Grouped by structure, the compounds so far with a carbonyl joined to an NH by a bond outside any ring (two)
SMILES	Lipid droplet	Lipid droplet cells 6.5 µM	WT yeast gro inh	WT yeast gro inh mutant strain	Dynein cargo inh	Dynein cargo inh cytoplasmic EGFP	Dynein cargo inh nuclear GR-EGFP	Dynein cargo inh cell count	MT stabilizer	MT stabilizer Hoechst-high %	MT stabilizer cytotoxicity %	bCat nuc transl	bCat nuc transl cell count 5 µM	Autophagy mod	Autophagy mod cell loss 18 h	XIAP antagonists	CSM14.1 death rescue	Insulin prom up	Insulin prom up cell count
Cc1cc(C)c2oc(-c3ccc(Cl)c(NC(=O)c4ccc(C#N)cc4F)c3)nc2c1	-12	666	4	12	-0.56	-0.23	-0.081	0.53	4.3	2.3	0.9	0.1	953	+	9.7*	-14%	-3.7%	0.23	1548
Cc1cccc(NC(=O)Cn2cnc3ccc(S(=O)(=O)N4CCC(C)CC4)cc3c2=O)n1	x	x	-13	-16	-0.42	-0.028	0.037	0.46	6.8	1.7	7.8	3.3	1410	i	3	-5.3%	-1.7%	-0.06	1564

3 entries out of the list above, arranged by their value in Dynein cargo inh cytoplasmic EGFP, falling:
Compound | Dynein cargo inh cytoplasmic EGFP
COc1ccccc1-c1c(C)nn2c(N3CCCCCC3)cc(C)nc12 | 0.1
O=C1OC(Nc2cc(Br)cc3cccnc23)c2ccccc21 (stereo not drawn) | -0.21
COC(=O)c1cc2nc(-c3ccc(OC)c(OC)c3)cc(C(F)(F)F)n2n1 | -0.28
